Compound activity (PubChem)
RGS4 inh = Inhibitors of Regulator of G Protein Signaling (RGS) 4: qHTS; actives 0.039% (n = 390,000); Transcreener GDP fluorescence polarization, RGS4-accelerated GTP hydrolysis; Potency, µM (doses to about 114 µM), for inactives: at the highest dose activity change, negative = inhibition, usual class: inhibitors; further: on the % scale 0 is the no-effect control and ±100 the full control effect; nearly all actives have a fitted effect of over 75% in size; some results filed as inactive show a strong effect at the top dose
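MLSMR compounds (23 nl, pin-transferred) preincubated 10 min at room temperature with a 500nM (2x) first reagent, then RGS4 at 900nM (2x) plus Transcreener GDP mix added; fluorescence polarization (620/688 nm) read before and after 90 min at 30 °C.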
ERG Ets-DNA blk = qHTS for Small Molecule Inhibitors of the ERG Ets/DNA interaction; Transcriptional regulator ERG (Homo sapiens), P11308; fluorescence polarization, His-ERG Ets domain / labelled DNA; Potency, µM (top dose mostly 76.9 µM), inactives show at the highest dose FP activity, negative = inhibition, hits mostly inhibitors; actives 0.028% (n = 370,000); AID 624246, 2012; active means well fitted inhibition curve with a large enough effect in the polarisation, with a control signal flat; inconclusive means small, poorly fitted or top-dose-only effect, or effect the other way, or a change in a side signal; inactive means no such curve, though single readings can be large or run the other way; the % refers to the polarisation;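 further: polarization taken with two DNA probes labelled with fluorescein and Texas red; % of control where 0% means no effect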
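His-tagged ERG Ets domain (1 uM in the protein solution; 300mM KCl, 50mM Tris-HCl, 1mM EDTA, 1mM DTT, pH 7.5) received compound, then a probe mix of 5 nM fluorescein-DNA and 100nM Texas-615-DNA. Fluorescence polarization was read for both dyes.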
GLS inh = qHTS for Inhibitors of Glutaminase (GLS); GLS enzymatic activity, qHTS titration; Potency, µM (series often up to 45.5 µM), for inactives: top-dose activity change, negative = inhibition, actives largely listed as inhibitors; actives 0.21% (n = 410,000); AID 624170, 2012; further: on the % scale 0 is the no-effect control and ±100 the full control effect
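Assay buffer: 45 mM KH2PO4 pH 8.2, 0.02% Tween-20. hKGA acts on L-glutamine (1 mM solution added); product glutamate is reported by an oxidase/peroxidase Amplex Red coupling, with fluorescence taken at baseline and 30 min.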
Pin1 inhibitor = qHTS Assay to Find Inhibitors of Pin1. Peptidyl-prolyl cis-trans isomerase NIMA-interacting 1 (Homo sapiens), Q13526. Pin1 FP peptide displacement, HiFluor488, 10 min. Potency, µM (top dose mostly 115 µM), inactives show at the highest dose activity, negative = inhibition, most hits filed as inhibitors. actives 0.009% (n = 390,000); active means well fitted inhibition curve with a large enough effect in the polarisation, with a control signal flat, not every such curve was filed as active; inconclusive means small, poorly fitted or top-dose-only effect, or effect the other way, or a change in a side signal; inactive means no such curve, though single readings can be large or run the other way; the % refers to the polarisation; further: on the % scale 0 is the no-effect control and ±100 the full control effect
Target sequence (Q13526 whole entry, looked up): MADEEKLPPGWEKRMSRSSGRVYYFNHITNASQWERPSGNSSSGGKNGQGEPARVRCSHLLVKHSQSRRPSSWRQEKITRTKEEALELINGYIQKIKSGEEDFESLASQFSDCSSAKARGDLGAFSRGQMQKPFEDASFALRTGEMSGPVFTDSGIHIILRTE
PGK inhibitor = qHTS Assay to Find Inhibitors of Phosphoglycerate Kinase; Phosphoglycerate kinase, glycosomal (Trypanosoma brucei brucei), P07378; PGK/GAPDH coupled, Kinase-Glo luminescence, 60 min; Potency, µM (titrated, usually from 57.5 µM), inactives show at the highest dose activity change, negative = inhibition, most hits filed as inhibitors; actives 0.043% (n = 380,000); further: on the % scale 0 is the no-effect control and ±100 the full control effect; nearly all actives have a fitted effect of over 60% in size
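Recombinant glycosomal PGK reaction used 1,3-bisphosphoglycerate generated in-well by GAPDH (100nM final) in 100mM TEA pH 7.6, 5mM MgCl2, 0.01% Tween-20. After 60 minutes at room temperature, ATP was read by Kinase-Glo Plus luminescence end-point.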
12-LOX inh = Primary qHTS assay for inhibitors of human arachidonate 12S-lipoxygenase (ALOX12): Round 2; purified 12hLO, xylenol orange hydroperoxide absorbance; Potency, µM (top dose mostly 108 µM), inactives show at the top dose activity change, negative = inhibition, hits mostly inhibitors; actives 1.1% (n = 580,000); AID 1671190, 2021; further: on the % scale 0 is the no-effect control and ±100 the full control effect
Target sequence (P18054 whole entry, looked up): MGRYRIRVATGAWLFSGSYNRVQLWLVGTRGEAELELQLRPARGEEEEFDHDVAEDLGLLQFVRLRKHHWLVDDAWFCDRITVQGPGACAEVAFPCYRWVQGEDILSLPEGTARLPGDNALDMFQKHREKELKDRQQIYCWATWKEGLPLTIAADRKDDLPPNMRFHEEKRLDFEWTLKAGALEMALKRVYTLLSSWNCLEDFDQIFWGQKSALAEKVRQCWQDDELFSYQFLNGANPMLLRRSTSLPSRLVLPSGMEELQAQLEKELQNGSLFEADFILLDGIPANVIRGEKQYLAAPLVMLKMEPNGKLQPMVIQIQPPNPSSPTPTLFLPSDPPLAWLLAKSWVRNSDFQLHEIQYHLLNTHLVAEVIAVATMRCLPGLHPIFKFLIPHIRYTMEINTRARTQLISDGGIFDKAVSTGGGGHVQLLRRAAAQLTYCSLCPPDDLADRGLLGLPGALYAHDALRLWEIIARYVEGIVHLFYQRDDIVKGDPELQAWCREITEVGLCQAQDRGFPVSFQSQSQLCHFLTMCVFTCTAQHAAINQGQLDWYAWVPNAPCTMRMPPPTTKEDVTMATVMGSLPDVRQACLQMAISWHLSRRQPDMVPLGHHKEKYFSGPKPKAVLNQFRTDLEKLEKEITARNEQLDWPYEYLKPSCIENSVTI
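Purified human 12hLO at 150 nM in 25 mM Hepes, 0.01% Triton X-100, pH 7.0, preincubated 15 min at room temperature with compound. Reaction started with 40 uM arachidonic acid, 30 min at room temperature. Hydroperoxide measured by Fe-xylenol orange, 573/405 nm absorbance ratio.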
rTrxR1 inhibitor = qHTS Assay for Inhibitors of Mammalian Selenoprotein Thioredoxin Reductase 1 (TrxR1): qHTS; recombinant rTrxR1, NADPH fluorescence consumption, selenite substrate; Potency, µM (series often up to 114 µM), for the others: top-dose activity change, negative = inhibition, usual class: inhibitors; actives 1% (n = 390,000); AID 588453, 2011; Thioredoxin reductase 1, cytoplasmic (Rattus norvegicus), O89049; further: on the % scale 0 is the no-effect control and ±100 the full control effect; nearly all actives have a fitted effect of over 65% in size
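Rat TrxR1 (90 nM in the dispensed reagent) was pre-reduced with 400 uM NADPH for 5 min at room temperature, then incubated with compound for 15 min. After 400 uM selenite was added, NADPH fluorescence (Ex 340/Em 450 nm) was followed for 8 min.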
JMJD2A Tudor inh = qHTS Assay for Inhibitors of JMJD2A-Tudor Domain. Potency, µM (doses to about 114 µM), for inactives: top-dose activity change, negative = inhibition, most hits filed as inhibitors. AID 504339, 2011. Lysine-specific demethylase 4A (Homo sapiens), O75164. AlphaScreen JMJD2A-Tudor / H3K4me3 peptide binding. actives 4.4% (n = 390,000); further: on the % scale 0 is the no-effect control and ±100 the full control effect; nearly all actives have a fitted effect of over 50% in size
HP1b binding inh = HTS for Inhibitors of HP1-beta Chromodomain Interactions with Methylated Histone Tails; AlphaScreen HP1-beta / biotin-H3K9me3 peptide binding; Potency, µM (highest dose often 114 µM), for the others: at the top dose activity change, negative = inhibition, hits mostly inhibitors; actives 0.56% (n = 390,000); further: nearly all actives have a fitted effect of over 70% in size; inactives centre near 23
Target sequence (P83916 whole entry, looked up): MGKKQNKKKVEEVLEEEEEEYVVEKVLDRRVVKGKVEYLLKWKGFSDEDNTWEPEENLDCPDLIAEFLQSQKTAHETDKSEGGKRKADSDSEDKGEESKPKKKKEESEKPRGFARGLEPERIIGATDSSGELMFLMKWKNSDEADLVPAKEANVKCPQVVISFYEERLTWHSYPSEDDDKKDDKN
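AlphaScreen: HP1-beta (50 nM) preformed 30 min with biotin-H3(1-18)K9me3 peptide (50 nM) in PBS pH 7.4, 0.01% Tween-20. Compound added for 30 min at RT, then streptavidin donor/nickel chelate acceptor beads (10 ug/mL) for 30 min.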
* = called active by the depositor; i = inactive; ? = inconclusive; nt = no result given; & = joins results of further samples; ! = repeats disagree; [ ] = remark or other dose. Unless noted, the call rests on the fitted dose curve; in most records, active means well fitted curve in the direction sought with a large enough effect; inconclusive means small, poorly fitted or top-dose-only effect, or another doubt; inactive means no such curve, though single readings can be large; an effect the other way counts as inactive or inconclusive. Potency means the concentration at half of the fitted maximal effect.

SMILES	RGS4 inh	HP1b binding inh	Pin1 inhibitor	ERG Ets-DNA blk	rTrxR1 inhibitor	PGK inhibitor	GLS inh	12-LOX inh	JMJD2A Tudor inh
COc1ccc(CN(CCN(C)C)c2ccccn2)cc1	1%	59%&5%&13%[activator]	-4%&0%&-5%	?	3%	-8%&-2%&-9%	36%&7%&24%&17%[activator]	16%&1%&-9%	-30%&-27%&-9%
N=C(N=C(N)N)N1CCOCC1	1%	23%	-6%	9%	20%	i	9%	1%	-15%
CCC[C@H](N[C@@H](C)C(=O)N1[C@H](C(=O)O)C[C@@H]2CCCC[C@@H]21)C(=O)OCC	-4%	29%	-2%	4%	17%	0%	3%	-2%	-6%
CC(=O)O[C@]1(C(C)=O)CC[C@H]2[C@@H]3C=C(Cl)C4=CC(=O)[C@@H]5C[C@@H]5[C@]4(C)[C@H]3CC[C@@]21C	-15%[56.9 µM]	-15%&9%	?	-2%&-12%	-6%[57.1 µM]	5%&9%	2%&-1%&-5%	-9%	-29%&-18%
CC1=C(C(=O)O)N2C(=O)[C@@H](NC(=O)[C@H](N)c3ccc(O)cc3)[C@H]2SC1	-20%	3%	-6%	-6%	11%	-10%	13%	1%	-20%
O=C1NCC2(CCN(CCc3ccccc3)CC2)O1	19%[56.9 µM]	30%	-5%	-1%	13%[57.1 µM]	-9%	8%&2%	-10%	-14%
CN(C)C/C=C(/c1ccc(Br)cc1)c1cccnc1	?	11%	-2%	6%	6%[57.1 µM]	6%	6%&12%	?	-29%
CCCn1ncc(CN2CCCC(C(=O)c3cccc(OC(C)C)c3)C2)c1C (stereo unspecified)	-1%	23%	6%	5%	22%	-10%	4%	-18%	-19%
O=C(O)[C@@H]1[C@H]2C[C@H]3c4[nH]c5ccccc5c4CCN3C[C@@H]2CC[C@@H]1O	-25%	-36%	?	-25%	-28%	-7%	?	210%&121%[activator]	56µM*
COc1cc2nc(N3CCN(C(=O)C4COc5ccccc5O4)CC3)nc(N)c2cc1OC (stereo unspecified)	9%[56.9 µM]	23%	-8%	8%	41%[activator][57.1 µM]	i	1%	?	-15%
CC(=O)[C@H]1CC[C@H]2[C@@H]3C[C@H](C)C4=CC(=O)CC[C@]4(C)[C@H]3[C@@H](O)C[C@]12C	-17%	35%	-1%	-7%	13%	-4%	-9%	7%&-2%	-6%
CCCOc1ccccc1-c1nc2n[nH]nc2c(=O)[nH]1	-13%[56.9 µM]	41%[activator]	-25%	23%	22%[57.1 µM]	i	14%&-4%	?	-1%
CCOC(=O)C1(CCOc2ccccc2)CCN(Cc2ccc(O)c(Cl)c2)CC1	14%	18%	0%	-2%	14%	9%	-1%	0%	-24%
C[C@]12CC[C@H]3[C@@H](CCC4=CC(=O)CC[C@@]43C)[C@@H]1CC[C@@H]2C(=O)CO	-39%	36%	3%	8%	12%	-1%	-1%	-4%	-18%
COc1ccccc1OCC(O)COC(N)=O (stereo unspecified)	9%	47%[activator]	-2%	-21%	16%	-5%	8%	9%	-17%
O=C1N(c2ccccc2)c2ccccc2C1(Cc1ccncc1)Cc1ccncc1	13%[56.9 µM]	32%	1%	-9%	5%[57.1 µM]	2%	3%&3%	24µM*!	-13%
CN1CCC(=C2c3ccccc3CCc3sccc32)CC1	3%	-10%	0%	4%	21%	i	14%&2%	?	?
NS(=O)(=O)c1cc2c(cc1C(F)(F)F)NC(Cc1ccccc1)NS2(=O)=O (stereo unspecified)	-19%	49%[activator]	-5%	20%	-19%	-9%	0%	4%	-11%
Cc1nc2c3ccccc3nc(NNC(=O)CCC(=O)N3CCN(c4ccccc4)CC3)n2n1	2%&-22%	27%&37%	0%&14%	-1%&-20%	21%&16%	1%&3%	12%&36%	-2%&1%	-5%&-20%
Cc1nc2c3ccccc3nc(NNC(=O)CCC(=O)N3CCN(c4cc(Cl)ccc4C)CC3)n2n1	-5%	40%[activator]	59%[activator]	-7%	-15%	-1%	6%	1%	-15%

(next part)
SMILES	RGS4 inh	HP1b binding inh	Pin1 inhibitor	ERG Ets-DNA blk	rTrxR1 inhibitor	PGK inhibitor	GLS inh	12-LOX inh	JMJD2A Tudor inh
CC(C)=CC(=O)O[C@@H]1Cc2cc3ccc(=O)oc3cc2OC1(C)C	-3%	36%	-4%	1%	16%[57.1 µM]	0%	16%	19%	-10%
COc1c(O)cc2c(c1O)C1OC(CO)C(O)C(O)C1OC2=O (stereo unspecified)	7%	29%	1%	-1%	21%	i	27%	14%	-4%
Cc1onc(-c2ccccc2Cl)c1C(=O)N[C@@H]1C(=O)N2[C@@H]1SC(C)(C)[C@@H]2C(=O)O	-2%&-5%	26%&17%	-1%&2%	5%&-8%	-3%&-1%	8%&6%	?	-6%	-13%&-14%
C=C1c2cccc(O)c2C(=O)C2C(=O)[C@]3(O)C(=O)C(C(N)=O)C(=O)[C@@H](N(C)C)[C@@H]3[C@@H](O)[C@H]12 (stereo partly specified)	-130%	?	nt	-2%	?	-28%	8.9µM*	?	3.2µM*
c1ccc2c(CC3=NCCN3)cccc2c1	-8%	31%	-2%	8%	8%	0%	0%&9%	-15%	-4%
Nc1ccc(C(=O)Nc2ccccc2N)cc1	3%	38%	0%	-12%	15%	0%	16%&49%	-10%	-9%
CC1(C)OC2CC3C4CC(F)C5=CC(=O)C=CC5(C)C4(F)C(O)CC3(C)C2(C(=O)CO)O1 (stereo unspecified)	-6%[56.9 µM]	64%[activator]	-4%	-3%	-1%	-6%	-15%	-5%	-11%
O=c1cc(-c2ccc(O)cc2)oc2cc(O[C@@H]3O[C@H](CO)[C@H](O)[C@H](O)[C@H]3O)cc(O)c12	-1%	63%[activator]	0%	nt	5%	nt	nt	nt	-12%
O=C(O)COC(=O)Cc1ccccc1Nc1c(Cl)cccc1Cl	-20%	50%[activator]	-2%	-5%	15%	4%	31%[activator]	-6%	-10%
CC1=NN(c2ccccc2)C(=O)C1	-41%	25%	3%	9%	40%[activator]	-9%	-11%&2%	?	-15%
O=c1cc[nH]c(=O)[nH]1	5%	16%	-8%	0%	5%	-1%	-4%&4%	-4%	-21%
CC(C)(CO)[C@@H](O)C(=O)NCCC(=O)O	19%	11%	-5%	-5%	3%	0%	0%&-3%	?	-14%
CCCCC1CCC(CCCC(C)CCC(=O)O)CC1 (stereo unspecified)	-2%	?	nt	-9%	14%	-11%	5%	4%	?
CCCCCCCCO	6%	33%[activator]	-7%	-6%	14%	-2%	-3%	6%	-6%
CC(C)Cn1cnc2c1c(=O)n(C)c(=O)n2C	2%	23%	-1%	3%	13%	9%	15%&2%	12%	-10%
Cc1nnc(NS(=O)(=O)c2ccc(N)cc2)s1	23%	39%[activator]	-2%	-15%	13%	0%	19%&3%	22%	-10%
Cc1nn(CC(=O)NCCc2ccccc2)c(=O)c2c1sc1ccccc12	11%	1%	17%	5%	8%	-5%	-1%	-29%	-22%
C/C=C/C=N\NC(=O)c1ccncc1	-29%	3%	-10%	-3%	-5%	5%	-9%	?	?
COc1ccc(C(=O)Nc2nc3ccccc3n2CCOc2ccc(Cl)cc2)cc1	7%	48%[activator]	?	3%	15%	-4%	5%	-1%	-6%
COc1nc(C)nc(Cl)c1NC1=NCCN1	12%[56.9 µM]	23%&33%	1%&-2%	4%&13%	4%[57.1 µM]	0%&-10%	4%	?	-12%&0%

One compound at a time, as listed above:
`Cc1nnc(NS(=O)(=O)c2ccc(N)cc2)s1` is entered as RGS4 inh: 23%; HP1b binding inh: 39%[activator]; Pin1 inhibitor: -2%; ERG Ets-DNA blk: -15%; rTrxR1 inhibitor: 13%; PGK inhibitor: 0%; GLS inh: 19%&3%; 12-LOX inh: 22%; JMJD2A Tudor inh: -10%
`COc1cc2nc(N3CCN(C(=O)C4COc5ccccc5O4)CC3)nc(N)c2cc1OC` (stereo unspecified) is entered as RGS4 inh: 9%[56.9 µM]; HP1b binding inh: 23%; Pin1 inhibitor: -8%; ERG Ets-DNA blk: 8%; rTrxR1 inhibitor: 41%[activator][57.1 µM]; PGK inhibitor: i; GLS inh: 1%; 12-LOX inh: ?; JMJD2A Tudor inh: -15%

These rows are one share of the data. The share of hits here may be higher or lower than overall.
